Source: PubChem BioAssay (several laboratories)
GDH-TPI inh: GDH-TPI coupling enzyme inhibitors, primary screen, artefact control for M. tuberculosis FBA inhibitor project, biochemical, absorbance, full deck. GDH-TPI coupled enzyme counterscreen, NADH absorbance. inhibition, % at 4.8 µM. hit rate 1.2% among 360,000. AID 588335, 2011;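 also: 0% = DMSO wells and 100% = wells lacking the enzyme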
FBA Mtb inh: Mtb FBA enzyme inhibitors, primary screen, biochemical, fluorescence, strain H37Rv; Fructose-bisphosphate aldolase (Mycobacterium tuberculosis (strain ATCC 25618 / H37Rv)), …; purified M. tuberculosis FBA, fluorescence read-out; inhibition, % at 1 µM; hit rate 2.3% among 360,000; in the data active = inhibition above about 27%;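 also: 0% = vehicle and 100% = reference inhibitor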
Target sequence (P9WQA3 whole entry, looked up): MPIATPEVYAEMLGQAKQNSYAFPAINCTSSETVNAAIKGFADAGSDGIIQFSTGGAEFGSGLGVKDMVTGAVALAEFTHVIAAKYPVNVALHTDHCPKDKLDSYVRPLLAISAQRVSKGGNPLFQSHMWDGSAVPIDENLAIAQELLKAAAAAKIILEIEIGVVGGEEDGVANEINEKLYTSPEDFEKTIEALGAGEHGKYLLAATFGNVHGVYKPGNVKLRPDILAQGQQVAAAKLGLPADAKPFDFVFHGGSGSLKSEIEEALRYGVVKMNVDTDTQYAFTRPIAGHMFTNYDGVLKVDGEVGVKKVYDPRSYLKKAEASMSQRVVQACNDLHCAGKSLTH
Mtb BioA inh: M. tuberculosis BioA enzyme inhibitors, primary screen, biochemical, plate reader, single point, HTS; purified M. tuberculosis BioA enzyme; hit rate 0.096% among 360,000; inhibition, % at 9.99 µM; in the data active = inhibition above about 40%; inconclusive = no clear call, values can overlap the other calls
BoNT A protease: BoNT/A light chain protease inhibitors, primary screen, biochemical, flow cytometry, MLPCN library. Botulinum neurotoxin type A light chain protease (Clostridium botulinum A str. ATCC 3502). multiplex microsphere protease substrate cleavage. inhibition, % at 10 µM. hit rate 0.17% among 360,000. AID 588499, 2011; in the data active = inhibition above about 30%; inconclusive = no clear call, values can overlap the other calls; also: plate controls were buffer without enzyme for full effect and enzyme alone for no effect
PrPC surface inh: inhibitors of human cell surface prion protein PrPC, primary screen, cell-based, TR-FRET; TR-FRET read-out; inhibition, % at 13.8 µM; AID 720596, 2013; hit rate 0.43% among 370,000; Major prion protein (Homo sapiens), P04156; in the data active = inhibition above about 24%; also: 0% = median of the test wells and 100% = reference compound wells
Mtb UGM inh: M. tuberculosis UGM enzyme inhibitors, primary screen, biochemical, fluorescence polarization, single point; UDP-galactopyranose mutase (Mycobacterium tuberculosis (strain ATCC 25618 / H37Rv)), …; purified UGM, fluorescence polarization probe displacement; inhibition, % at 10 µM; hit rate 0.06% among 320,000; AID 504406, 2011; in the data active = inhibition above about 10%, passing the limit was not always enough; inconclusive = no clear call, values can overlap the other calls
Target sequence (P9WIQ1 whole entry, looked up): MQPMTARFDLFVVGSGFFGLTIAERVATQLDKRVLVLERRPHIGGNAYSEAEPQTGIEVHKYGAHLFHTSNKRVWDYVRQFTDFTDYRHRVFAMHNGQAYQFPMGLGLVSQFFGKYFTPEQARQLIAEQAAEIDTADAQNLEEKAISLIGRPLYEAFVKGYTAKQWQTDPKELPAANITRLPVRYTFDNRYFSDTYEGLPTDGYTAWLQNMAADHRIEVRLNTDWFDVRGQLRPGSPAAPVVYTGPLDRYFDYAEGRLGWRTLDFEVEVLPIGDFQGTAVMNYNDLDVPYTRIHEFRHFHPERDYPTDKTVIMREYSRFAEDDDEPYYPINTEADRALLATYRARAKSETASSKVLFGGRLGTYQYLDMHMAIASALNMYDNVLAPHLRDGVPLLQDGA
CCHFV vOTU inh: CCHFV vOTU protease inhibitors, primary screen, biochemical, Pep-AMC substrate, fluorescence. inhibition, % at 11.5 µM. hit rate 0.55% among 370,000. Crimean-Congo hemorrhagic fever virus L polyprotein viral ovarian tumor (vOTU) protease …; also: 0% = vehicle wells with enzyme and 100% = no enzyme wells
BoNT-F LC inh: BoNT/F light chain protease inhibitors, primary screen, biochemical, flow cytometry, MLPCN library. hit rate 0.22% among 360,000. Multiplex microsphere protease cleavage assay. Botulinum neurotoxin type F light chain protease (Clostridium botulinum). inhibition, % at 10 µM; in the data active = inhibition above about 35%, passing the limit was not always enough; inconclusive = no clear call, values can overlap the other calls; also: plate controls were buffer without enzyme for full effect and enzyme alone for no effect
FadD28 FP inh: inhibitors of FadD28 bisubstrate probe binding, primary screen, biochemical, fluorescence polarization, single point; inhibition, % at 12.5 µM; hit rate 0.22% among 360,000; Mycobacterium tuberculosis FadD28 fatty-acid-AMP ligase; AID 588549, 2011; in the data active = inhibition above about 8.5%, passing the limit was not always enough; inconclusive = no clear call, values can overlap the other calls
An asterisk follows results filed as active; u = inconclusive; x = not tested or not shown. Rule as the data show it, unless noted: active = inhibition above about 30%; inactive = the rest. Not a hit list (roughly 4.8% active in at least one column).

Preview (5 entries):
SMILES	GDH-TPI inh	FBA Mtb inh	Mtb BioA inh	BoNT A protease	PrPC surface inh	Mtb UGM inh	CCHFV vOTU inh	BoNT-F LC inh	FadD28 FP inh
CN(Cc1ccccc1)c1nc2c(c(=O)[nH]c(=O)n2C)n1Cc1ccccc1F	-5	0	8.0	-2.0	-6	-7.4	-4	u	-3.2
CN(C(=S)NC(=O)c1ccc(Cl)cc1)C1CCCCC1	5	-3	0.5	-1.1	7	-0.7	-7	7	-3.7
OC(c1ccc(F)c(F)c1)c1nc(-c2ccc3c(c2)OCO3)cs1 (stereo not drawn)	0	-3	2.4	0.2	20	x	2	1	-0.2
N#CCC(C(=O)c1cccnc1)c1ccccc1 (stereo not drawn)	-1	2	-3.5	-0.2	1	x	-4	1	-2.7
NC(=O)CC(O)c1cccc(Cl)c1 (stereo not drawn)	11	2	-0.1	-0.1	5	-0.5	8	6	-2.1

The whole of this part, previewed entries included:
SMILES	GDH-TPI inh	FBA Mtb inh	Mtb BioA inh	BoNT A protease	PrPC surface inh	Mtb UGM inh	CCHFV vOTU inh	BoNT-F LC inh	FadD28 FP inh
CN(Cc1ccccc1)c1nc2c(c(=O)[nH]c(=O)n2C)n1Cc1ccccc1F	-5	0	8.0	-2.0	-6	-7.4	-4	u	-3.2
CN(C(=S)NC(=O)c1ccc(Cl)cc1)C1CCCCC1	5	-3	0.5	-1.1	7	-0.7	-7	7	-3.7
OC(c1ccc(F)c(F)c1)c1nc(-c2ccc3c(c2)OCO3)cs1 (stereo not drawn)	0	-3	2.4	0.2	20	x	2	1	-0.2
N#CCC(C(=O)c1cccnc1)c1ccccc1 (stereo not drawn)	-1	2	-3.5	-0.2	1	x	-4	1	-2.7
NC(=O)CC(O)c1cccc(Cl)c1 (stereo not drawn)	11	2	-0.1	-0.1	5	-0.5	8	6	-2.1
COc1ccc(S(=O)(=O)NCC(c2ccc(F)cc2)N2CCN(C)CC2)cc1 (stereo not drawn)	-17	0	2.1	4.5	-1	-5.1	5	0	-2.4
CN(C)S(=O)(=O)n1cc(/C=C(\NC(=O)c2ccccc2)C(=O)NCCCN2CCOCC2)c2ccccc21	3	-2	x	0.9	-7	-0.8	-2	4	-4.6
CCN1C(=O)C(C(=O)NC(C)c2ccccc2)C2CC1(C)Oc1ccccc12 (stereo not drawn)	0	3	x	-0.9	-1	0.8	-1	-7	-0.9
O=C1C=CC(=Nc2ccc(F)cc2)O1	11	4	-2.5	1.4	3	x	-3	-13	-1.3
O=C(Nc1ccc(F)c(Cl)c1)c1csc([C@@H]2O[C@H](CO)[C@H](O)[C@H](O)[C@H]2O)n1	1	-2	1.2	0.1	-2	x	-17	4	-5.6
CC(=O)N1CCOc2ccc(S(=O)(=O)N3CCC(C(=O)NCc4ccc(Cl)cc4)CC3)cc21	10	4	0.2	-0.4	4	x	-13	-9	-0.9
NC(=O)c1nsc(C(=O)N(Cc2ccc(F)cc2)C(C(=O)NCC2CCCO2)c2ccc(O)cc2)c1N (stereo not drawn)	2	6	-0.2	0.5	-14	x	2	4	-2.3
O=C(C1CCN(S(=O)(=O)N2CCOCC2)CC1)N1CCN(c2ccccc2)CC1	5	1	-1.0	0.2	-3	-1.0	-2	-1	-3.3
CC(C)c1ccc(/C=C2\SC(=S)N(CC(=O)NCCCN3CCOCC3)C2=O)cc1	3	-2	-1.2	-3.1	7	2.1	-4	-17	-0.8
O=[N+]([O-])c1ncccc1OCc1ccc(Br)cc1F	-9	1	-1.8	-4.2	-9	-1.2	0	-8	-2.0
OC(c1ccccc1)c1ccccc1CN1CCCNC1=S (stereo not drawn)	7	0	-0.4	-0.4	-9	x	3	-7	-0.3
O=C1c2ccncc2C(=O)N1c1cccc(Cl)c1	-1	0	x	0.2	10	-4.5	-7	-3	-0.4
CCCC(=O)NC(C)C(c1cccs1)N1CCN(C)CC1 (stereo not drawn)	-3	3	-0.3	0.5	-3	3.7	-9	3	-2.5
Cc1c(N=NC2=C(O)CC(C)(C)CC2=O)c(=O)n(-c2ccccc2)n1C	11	3	x	-0.5	7	2.3	12	-6	-0.3
CCOc1ccc(NC(=O)CN(C)C(=O)c2ccccc2OCc2c(C)noc2C)cc1OCC	-8	1	x	-2.7	-3	-1.0	1	u	0.8
CC1CCN(C(=O)/C(=C\c2ccco2)NC(=O)c2ccccc2)CC1	-3	0	x	1.4	-10	1.2	15	-3	-3.7
COc1ccccc1-c1nc(C#N)c(N2CCN(C(=O)c3ccco3)CC2)o1	5	16	3.7	1.3	3	-0.6	-4	0	-4.3
c1ccc(-c2ccc3c(c2)CNCc2cnnn2-3)cc1	x	1	-1.2	-1.3	-4	x	-5	-14	0.5
Cc1cc(C(F)(F)F)c(C#N)c(SCC(=O)Nc2nc3cc(Br)ccc3s2)n1	8	-2	x	0.4	-5	1.5	1	2	-1.1
Cc1c(-c2ccccc2)n[nH]c1C(=O)NN	6	1	x	0.8	-4	-0.9	-14	8	-1.7
(cont.)
SMILES	GDH-TPI inh	FBA Mtb inh	Mtb BioA inh	BoNT A protease	PrPC surface inh	Mtb UGM inh	CCHFV vOTU inh	BoNT-F LC inh	FadD28 FP inh
Cc1cc(/C=N/NC(N)=O)c(C)c(CO)c1	9	3	0.0	0.2	x	1.1	x	0	-2.6
O=C1CCCC(=NCc2ccco2)C1	12	3	-1.2	0.3	5	-2.3	6	0	-1.3
Cc1cccc2c3c([nH]c12)C(=O)CC(C)(C)S3	-5	4	1.5	-1.0	1	-0.4	-10	-2	-12
CCOC(=O)C1CCCN(c2c(NCCCN3CCCC(C)C3)c(=O)c2=O)C1 (stereo not drawn)	6	6	-2.4	-0.3	0	-0.1	3	-1	-0.7
CC(C)C(=O)NCCn1ccc2ccccc21	7	30*	-0.7	4.7	0	4.5	7	10	-1.0
CCOC(=O)c1ccccc1OCc1cc(/C=N/NC(=O)c2cccnc2)ccc1OC	4	-4	13	u	-4	2.5	5	u	-4.3
CCOc1ccc(OCCSc2nnnn2C2CCCCC2)cc1	2	2	-0.4	1.2	-1	-0.8	6	-2	-0.2
Cc1ccc(S(=O)(=O)N2C[C@H]3C(=O)C[C@@H](c4cccs4)N(S(=O)(=O)c4ccc(C)cc4)[C@H]3C[C@H]2c2ccccc2)cc1	x	2	-0.1	0.1	1	x	3	-4	-0.5
CN1CCN(CCC(=O)Nc2cccc(Br)c2)CC1	3	2	x	-0.8	-4	3.4	-9	-8	0.1
CN1CCC(=NNC(=O)C(=O)NC(C)(C)C)CC1	-2	6	-1.7	-0.4	-3	-0.7	1	-5	0.5
Cc1nn(C(C)C(=O)NC(C)CCc2ccccc2)c(=O)c2cc3occc3n12 (stereo not drawn)	12	3	18	0.7	-2	-0.3	-1	6	-0.5
Cc1ccc(/C=C/S(=O)(=O)NCCC(=O)NCc2ccc(F)cc2)cc1	-3	-1	-1.4	2.8	-7	0.3	9	-1	-1.8
COc1ccc(NS(=O)(=O)c2ccc(C)c(C(=O)NCCCN3CCCC3=O)c2)cc1	-1	-3	-2.0	6.0	2	-1.5	-3	14	-2.3
O=C(Nc1cccc(C(=O)N2CCOCC2)c1)C1CCCC1	-2	-2	-2.9	-0.3	-5	x	-1	0	-3.5
COc1ccc(OC)c(NC(=O)c2ccc(OC3CSC3)cc2)c1	-4	-2	-0.7	-0.6	7	-1.6	-1	-2	-2.5
O=C(C=C(C(=O)c1ccccc1)c1ccccc1)c1ccccc1	12	1	-0.2	-0.6	-2	x	5	-7	-0.2
Brc1ccc(-c2ccc(/C=N/Nc3nc(N4CCOCC4)nc(N4CCOCC4)n3)o2)cc1	7	-3	-3.6	-0.7	-1	1.5	2	-1	-3.5
COc1ccc(S(=O)(=O)N2CCCC(C(F)(F)F)C2)cc1 (stereo not drawn)	-4	-2	-0.3	-0.7	2	-1.6	11	-6	-2.4
CC1(C(=O)Nc2ccc3c(c2)OCO3)Cc2c(-c3ccc4c(c3)OCO4)ccnc2O1 (stereo not drawn)	0	20	6.0	0.0	8	x	2	-3	-0.4
Cn1c2ccccc2c(=O)c2ccc(C#Cc3ccc(N)cc3)cc21	27	12	-1.5	1.7	29*	-0.5	4	-3	-1.2
CC(C)Oc1cccc(C(=O)O)c1	5	0	0.4	u	1	4.0	-2	8	-2.4
O=C(Nc1nc2nccc(-c3ccccc3)n2n1)c1ccc(F)cc1	-4	3	0.0	0.6	-1	5.4	1	0	-2.2
CCOc1ccccc1/C=C/c1onc(C)c1S(=O)(=O)N1CCC(C(=O)NC(C)(C)C)CC1	17	3	-1.2	-2.3	3	0.0	19	-4	-2.0
CN(C)CCN(C(=O)c1cccs1)c1nc2cc3c(cc2s1)OCCO3	5	1	-0.4	-2.1	4	2.9	8	2	-4.9
CC(C)(C)C(=O)Nc1nnc(SCc2cccc(F)c2)s1	-7	-3	x	-0.4	-1	0.1	17	-4	-4.2
The list goes on:
SMILES	GDH-TPI inh	FBA Mtb inh	Mtb BioA inh	BoNT A protease	PrPC surface inh	Mtb UGM inh	CCHFV vOTU inh	BoNT-F LC inh	FadD28 FP inh
O=S(=O)(c1ccccc1)c1nnn2c1nc(NC1CCN(Cc3ccccc3)CC1)c1cc(Cl)ccc12	-7	10	-0.1	-8.5	-6	-2.1	2	-5	-3.0
O=C(NCCSc1ccccc1)c1cncc(Br)c1	2	-1	x	0.5	0	2.2	10	0	-2.4
CCCCc1nc2n[nH]c(N)c2c2c1CSC(C)(C)C2	3	0	x	-0.7	-4	0.3	7	-1	-2.8
COc1ccc(CCC(=O)N2CCN(S(=O)(=O)c3cccc(C(F)(F)F)c3)CC2)cc1OC	10	2	x	-1.5	7	0.3	2	-1	-1.6
CCOc1ccc(Nc2cc(C)nc(N3CCOCC3)n2)cc1	-7	0	-0.8	-0.7	-2	0.1	2	-10	-1.6
Cc1ccc(O)c(-c2cc(-c3cccc(F)c3)n[nH]2)c1	4	-4	-1.1	-1.5	-3	2.8	4	-14	-5.4
OC(COc1ccc(OCc2ccccc2)cc1)CN1CCCCC1 (stereo not drawn)	0	3	-0.6	2.3	-6	-1.7	-7	16	-0.5
COc1ccc(/C=N/N=C2/NC(=O)C(CC(=O)O)S2)cc1OCc1ccccc1Cl (stereo not drawn)	46*	-1	0.8	-0.4	-4	1.6	18	0	-1.3
COc1cc(NS(=O)(=O)c2ccc(NC(=O)CN3C(=O)c4ccccc4C3=O)cc2)nc(OC)n1	3	1	x	0.4	-5	1.2	-14	9	2.3
COc1ccccc1-n1c(=O)c2c3c(sc2n2c(SC(C)C)nnc12)CCC3	5	-2	2.2	-0.4	-4	-0.7	0	-3	-2.9
CCN(CC)CCC(C)OC(=O)c1ccc(O)cc1O (stereo not drawn)	-3	3	-2.0	0.4	-4	-0.7	9	0	-1.3
Cc1ccc(S(=O)(=O)NC(=O)NCc2ccc(F)cc2)cc1	-1	2	x	-0.3	4	1.1	-2	14	-3.4
COc1ccc(Br)cc1CN1CCN(CCO)CC1	-4	3	-2.0	0.2	2	5.6	5	2	-1.2
COc1ccccc1CCc1nnc(CCC(=O)NCC[C@@H]2C[C@@H]3C=C[C@H]2C3)o1	4	8	-2.5	0.9	-5	-1.6	9	2	-2.5
O=c1c2ccccc2nc2n1C(CSCc1ccccc1)CS2 (stereo not drawn)	2	2	5.5	0.3	10	-0.2	3	1	-1.8
O=C1CC(c2ccccc2)CCc2sccc2N1 (stereo not drawn)	-6	-1	-0.6	-0.3	-6	0.6	15	-1	-4.2
O=C(CSc1nc2ccccc2[nH]1)NCc1ccccc1	1	1	-1.2	-2.8	10	0.0	0	u	-0.7
CCC(O)CNc1nc(-n2nc(C)cc2C)nc2sc3c(c12)CC(C)(C)OC3 (stereo not drawn)	5	3	-2.3	-0.4	5	0.3	-3	-5	-2.3
